# m-calpain inh: inhibitors of pig calpain II, primary screen, biochemical, fluorogenic peptide substrate, 1536-well; purified calpain II, 30 min; inhibition, % at 16 µM; 220,000 tested, 0.37% active; AID 1236, 2008;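 active = inhibition above about 50%, limit read from the data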
# EBV gp42 block: Epstein-Barr virus gp42 inhibitors, primary screen, biochemical, uHTS, fluorescence polarization; Glycoprotein 42 (Epstein-Barr virus (strain AG876)), Q1HVG2; inhibition, % (tested at 21.74 µM); Fluorescence polarization binding assay, mP read-out; 220,000 tested, 0.42% active; in the data active = inhibition above about 50%
# Target sequence (Q1HVG2 whole entry, looked up): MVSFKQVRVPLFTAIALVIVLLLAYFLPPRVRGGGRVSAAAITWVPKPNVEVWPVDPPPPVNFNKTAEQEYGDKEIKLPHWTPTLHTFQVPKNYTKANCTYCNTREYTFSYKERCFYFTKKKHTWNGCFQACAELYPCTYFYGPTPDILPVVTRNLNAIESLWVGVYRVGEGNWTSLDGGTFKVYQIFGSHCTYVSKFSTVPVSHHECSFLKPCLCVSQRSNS
# PERK inhibitor: block of dimerizer-induced PERK translation repression, primary screen, PERK inhibitor project, CHO PERK-DD cells, SEAP luminescence, HTS; 220,000 tested, 0.17% active; AID 1416, 2008; CHO PERK-DD fusion, SEAP luminescence translation reporter; Eukaryotic translation initiation factor 2-alpha kinase 3 (Homo sapiens), Q9NZJ5; inhibition, % at 5.6 µM;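 active = inhibition above the mean inhibition of all tested compounds plus 3 SD, set separately per screening campaign, cut at about 2.9% in these data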;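 also: PERK kinase domain activated by AP20187 dimerizer at 100 nM; 0% = DMSO with dimerizer and 100% = rapamycin at 8.4 µM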
# TNF death inh: inhibitors of TNF-alpha triggered necroptosis, primary screen, cell-based, Jurkat FADD-/-, single concentration | Jurkat FADD-/- TNF necroptosis rescue, ATP luminescence, 24 h; 0 = TNF only, 100 = no-TNF cells | activation (protection from cell death), % at 10 µM | 220,000 tested, 0.068% active | AID 463075, 2010;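 active = activation, meaning protection from cell death, of at least 50% relative to plate controls; inactive = activation below 50%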;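 also: necroptosis triggered by 40 ng/mL TNF-alpha added together with compound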
# Cl transport mod: KCC2 cotransporter modulators, thallium flux, primary screen, cell-based, HEK293 KCC2, FluoZin-2 fluorescence, MLSMR; 190,000 tested, 2.2% active; AID 1456, 2008; Solute carrier family 12 member 5 (Homo sapiens), Q9H2X9; B-score of Tl+ flux slope (higher = more flux/activation; lower = inhibition) at 10 µM; KCC2 cells, thallium flux FluoZin-2 fluorescence;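 active = thallium flux slope and its plate-corrected score both differing from the plate sample mean at a set confidence after two filtering rounds, in either direction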;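 also: slope of fluorescence scaled to starting intensity during 10 to 20 s after thallium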
# eIF4E 4G PPI: eIF4E–eIF4G protein interaction inhibitors, primary screen, biochemical, uHTS, TR-FRET, eIF4GI fragment; Eukaryotic translation initiation factor 4E (Mus musculus) + Eukaryotic translation …; TR-FRET eIF4E-eIF4GI(517-606) binding, 2 h; inhibition, % at 21.7 µM; 220,000 tested, 0.37% active;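 active = inhibition above about 30%, limit read from the data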;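 also: 0% = full FRET control wells and 100% = background wells lacking eIF4GI fragment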
# L929 necroptosis: inhibitors of zVAD-triggered necroptosis, primary screen, L929 cells; L929 zVAD necroptosis rescue, ATP luminescence, 24 h; with zVAD 60 µM; viability rescue, % at 10 µM; 220,000 tested, 0.38% active; AID 1377, 2008;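 active = activation, scaled between plate controls, above about 75%, limit read from the data; inactive = activation under that limit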;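 also: 0% = zVAD with DMSO and 100% = DMSO alone without zVAD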
# Mdm2 ligase inh: MDM2-luciferase reporter signal enhancers, primary screen, MDM2 E3 ligase inhibitor project, cell-based, luminescence, 1536-well; 210,000 tested, 0.11% active; signal enhancement, % at 5 µM; E3 ubiquitin-protein ligase Mdm2 (Homo sapiens), Q00987; AID 1230, 2008; cell-based MDM2 ubiquitination luciferase reporter, 2 h; 0 = plate control, 100 = twice control, blank-subtracted;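 active = signal enhancement of 30% or more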;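 also: luminescence tracks abundance of the self-degrading MDM2-luciferase fusion protein; higher signal means inhibition of MDM2 E3 ligase activity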
# Target sequence (Q00987 whole entry, looked up, the tested form may be a part): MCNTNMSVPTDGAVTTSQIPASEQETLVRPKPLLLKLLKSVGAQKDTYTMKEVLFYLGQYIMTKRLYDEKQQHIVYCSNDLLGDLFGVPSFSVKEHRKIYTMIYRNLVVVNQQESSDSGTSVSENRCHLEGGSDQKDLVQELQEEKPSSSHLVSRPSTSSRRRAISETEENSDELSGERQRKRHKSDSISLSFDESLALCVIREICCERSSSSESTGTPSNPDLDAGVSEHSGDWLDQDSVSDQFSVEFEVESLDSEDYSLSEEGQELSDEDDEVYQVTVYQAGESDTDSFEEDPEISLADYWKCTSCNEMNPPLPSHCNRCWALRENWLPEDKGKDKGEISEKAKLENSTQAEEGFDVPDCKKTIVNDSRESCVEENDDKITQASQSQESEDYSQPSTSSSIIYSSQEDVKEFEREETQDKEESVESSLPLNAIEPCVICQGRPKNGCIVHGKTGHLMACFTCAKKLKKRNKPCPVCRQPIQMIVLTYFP
#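 test system = mammalian cells stably expressing self-ubiquitinating, self-degrading MDM2 E3–luciferase fusion | quantity = 2000 cells/well | incubation = cell settling 4 h, compound treatment 2 h, both 37 °C | signal = luminescence with SteadyLite reagent, 15 min at room temperature | evaluation = % enhancement relative to plate controls after blank subtraction | benchmarks = plate controls and plate blanks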
# Rad51 HR inh: human RAD51 strand exchange inhibitors, primary screen, biochemical, fluorescence; 200,000 tested, 0.085% active; hRad51 DNA strand exchange, fluorescence dequenching; DNA repair protein RAD51 homolog 1 (Homo sapiens), Q06609; inhibition, % at 10 µM;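 active = inhibition above 40% at the single screening dose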;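 also: 0% = DMSO control wells and 100% = blanks with heterologous ssDNA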
# Target sequence (Q06609 whole entry, looked up): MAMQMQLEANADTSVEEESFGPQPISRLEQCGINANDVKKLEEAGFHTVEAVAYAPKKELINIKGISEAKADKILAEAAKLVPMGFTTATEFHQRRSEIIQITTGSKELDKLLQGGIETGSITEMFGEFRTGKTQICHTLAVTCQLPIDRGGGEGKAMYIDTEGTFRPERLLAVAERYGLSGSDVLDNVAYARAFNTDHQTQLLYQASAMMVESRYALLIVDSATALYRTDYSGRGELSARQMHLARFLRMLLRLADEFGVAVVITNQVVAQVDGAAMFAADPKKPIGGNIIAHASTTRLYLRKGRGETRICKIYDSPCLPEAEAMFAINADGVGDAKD
#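 Assay system: Human Rad51 nucleoprotein filaments preassembled on unlabelled ssDNA | Reagent: Donor/quencher-labelled 47-bp dsDNA substrate | Doses: One concentration, 10 µM final | Times: 37 °C 15-min filament assembly, 30-min compound preincubation, 15-min exchange | Technique: Fluorescein emission 520 nm, excitation 485 nm | Benchmarks: Plate control and blank wells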
# The depositor's hits bear a star; x = not tested or not shown; [ ] = another dose, or the depositor's remark.
SMILES	m-calpain inh	EBV gp42 block	PERK inhibitor	TNF death inh	Cl transport mod	eIF4E 4G PPI	L929 necroptosis	Mdm2 ligase inh	Rad51 HR inh
COc1ccc(-c2nnc(SCC(=O)OC3CCCCC3)o2)cc1OC	-15.5	0.6	-0.1	-0.6	-0.135	-5.1	0.2	-1.1	4.1
CS(=O)(=O)NNC(=O)Cn1nnc(-c2cc(C(F)(F)F)cc(C(F)(F)F)c2)n1	-12.1	-23.5	0.7	3.5	-0.184	-0.6	0.6	-3.0	13.1
COc1cccc(-c2cc(C(F)(F)F)n3ncc(C(=O)NCC4CCCO4)c3n2)c1 (stereo unspecified)	-31.9	-7.8	-1.8	-5.2	x	-3.2	0.9	-7.6	1.2
CCc1nnc(NC(=O)c2ccc(NC(=O)C(C)C)cc2)s1	-9.7	-15.1	-0.7	2.0	0.27	-1.6	60.2	-10.5	3.9
Cc1ccc(/C=N/NC(=O)CC2N=C(Cc3ccccc3)NNC2=O)cc1 (stereo unspecified)	-7.3	-12.2	0.3	-5.2	-0.136	-3.4[fluorescence artefact?]	0.9	4.1	-7.2
Cc1cc(C)n(-c2ncnc3sc4c(c23)CCCC4)n1	-68.5	-8.0	0.5	-2.8	0.397	-0.6	0.0	8.3	-0.6
Cc1ccc(S(=O)(=O)Nc2n[nH]nc2C(=O)NC2CCCCC2)cc1	-30.5	8.2	1.4	-0.4	0.0432	1.1	1.6	-13.9	13.6
CC12CCC(C(=O)NCc3ccccc3Cl)(CC1=O)C2(C)C (stereo unspecified)	27.9	-10.4	0.1	5.0	0.157	-2.0	-0.6	-18.8	4.0
COc1ccc(OCCSc2nc3ccccc3c(=O)[nH]2)cc1	-3.0	-12.2	0.7	-1.4	0.782	-2.5	0.2	2.9	7.3
CCOC(=O)CN(C(=O)COc1nc(C)cc(C)c1C#N)c1cccc(Cl)c1	34.6	-3.9	-0.7	1.6	-1.06	1.7	0.7	-8.3	-18.3
COc1ccc(-c2noc(CSc3nnc(-c4ccncc4)n3-c3ccc(F)cc3)n2)cc1OC	-43.5	-10.4	-1.4	0.4	-0.359	2.5[fluorescence artefact?]	-0.4	-0.6	2.2
Cc1ccc(OCC(=O)N/N=C\c2ccc(O)cc2)c([N+](=O)[O-])c1	-8.5	-10.2	0.4	0.5	-0.311	2.9	0.8	-4.9	16.0
COC(=O)C1=C(C)NC(=O)/C1=C\N(C)C	26.4	11.9	1.7	0.0	0.996	3.1	0.1	-1.1	16.8
Cc1ccc(Cl)cc1N1CCN(Cc2nnnn2Cc2ccco2)CC1	17.1	-4.8	-0.1	0.8	x	-1.2	3.1	-6.9	x
CN1CCN(c2ncnc3c2sc2nc(N4CCOCC4)c4c(c23)CCC4)CC1	x	x	-1.1	-1.1	0.322	x	0.1	x	x
O=C(CCc1ccccc1)NCCc1cccs1	0.4	-16.1	2.7	0.9	-0.663	3.1	-0.2	-22.2	x
CC(=O)NS(=O)(=O)c1ccc(NC(=O)COc2ccc(C(=O)c3ccccc3)cc2)cc1	24.0	-33.0	-0.1	-0.1	0	1.4	-0.6	2.2	2.5
O=C(CN1CCN(Cc2ccccc2)CC1)N/N=C/c1ccccc1F	6.0	-18.6	-0.1	2.3	-0.202	-1.1	0.2	1.8	x
CN1CCN(C(=S)c2cn(Cc3ccccc3)c3ccccc23)CC1	27.7	-3.0	0.5	1.2	-0.212	-1.3	-0.5	-3.2	19.2
CC(C)[C@H](NS(=O)(=O)c1cccc(Cl)c1)C(=O)OCC(=O)N1CCN(c2ccccc2)CC1	-1.5	-62.9	-1.2	2.4	-0.367	-1.0	-0.4	-10.9	2.2
Cc1ccc(NC(=S)N(Cc2ccco2)C(C)c2cccs2)cc1 (stereo unspecified)	5.4	1.0	1.2	-1.9	-0.633	-1.9	-0.3	-27.1	10.1
CC(C)CCNc1nc2c(c(=O)n(Cc3cccc(F)c3)c(=O)n2C)n1C	46.0	-1.5	-0.8	0.7	x	-0.4	30.4	-24.3	-1.6
Cc1ccc(N/N=C2\CCS(=O)(=O)c3sccc32)cc1	53.8*	-13.7	-0.1	-1.1	-0.619	-1.9	0.3	-14.8	4.8
Cc1cc(SCC(=O)Nc2ccccc2)nc(C)n1	-6.1	-20.4	0.9	-1.7	-0.0914	6.6	0.8	-17.2	8.4
COc1cccc(/C=C2\N=C(c3c(-c4ccccc4)noc3C)OC2=O)c1	-47.0	-21.2	0.9	-4.8	x	-7.7	-0.3	-6.0	4.5
CCOC(=O)N1CCN(C(=O)c2ccc3c(=O)n(CCOC)c(=O)[nH]c3c2)CC1	-2.3	-10.2	0.9	-0.8	0.938	-10.6	-0.7	-5.7	x
O=C(C1=NN[C@@H]2C(=O)N(c3ccccc3C(F)(F)F)C(=O)[C@H]12)c1cnccn1	-6.9	1.4	-1.3	0.8	1.27	-4.0	0.8	-4.8	6.0
CCc1ccc(OCC(=O)NC(=S)Nc2ccc(Br)c(C)n2)cc1	-21.8	-4.1	0.6	-1.1	0.551	-3.4	-0.5	-8.6	5.0
COCc1cc(C)n(CC(=O)N/N=C/c2ccc(-c3ccc(Cl)c(C(=O)O)c3)o2)c(=O)c1C#N	-25.3	-17.9	0.5	1.3	-0.00497	6.4[fluorescence artefact?]	3.0	-2.3	1.0
Cc1ccc(-c2cc(C(=O)Nc3cc(C)on3)c3ccccc3n2)c(C)c1	-41.0	-6.4	-1.1	-2.0	0.766	3.2	-0.2	-16.6	2.4

# Single entries from the entries so far:
# COc1cccc(/C=C2\N=C(c3c(-c4ccccc4)noc3C)OC2=O)c1 in L929 necroptosis → -0.3
# CC(C)CCNc1nc2c(c(=O)n(Cc3cccc(F)c3)c(=O)n2C)n1C in L929 necroptosis → 30.4

# Later entries.
SMILES	m-calpain inh	EBV gp42 block	PERK inhibitor	TNF death inh	Cl transport mod	eIF4E 4G PPI	L929 necroptosis	Mdm2 ligase inh	Rad51 HR inh
Cc1cc(C)n2c(SCC(=O)Nc3ccc(Cl)cn3)nnc2n1	-0.7	-16.5	0.5	1.7	x	-0.9	0.8	-9.2	-4.0
COc1ccc(/C=C/C(=O)NC2CCCCCC2)cc1S(=O)(=O)N1CCOCC1	-2.1	-34.0	-0.3	1.4	1.18	-0.5	1.3	0.4	-1.2
COC(=O)c1ccc(C(=O)NC(=S)Nc2nc3c(s2)CC(C)CC3)cc1 (stereo unspecified)	-2.2	2.5	0.2	-0.6	-1.05	0.5[fluorescence artefact?]	-0.1	-7.6	-5.3
O=C1OCc2cc(NC(=O)C3CCCCC3)ccc21	51.9*	-19.7	0.8	1.4	x	4.3	1.7	-25.5	-6.6
Cc1cccc(N2CCN(C(c3ccc(N(C)C)cc3)c3nnnn3C(C)(C)C)CC2)c1C (stereo unspecified)	-21.0	-11.0	0.3	-0.8	0.242	-2.4	-0.1	x	-3.0
Cc1nc2ncnn2c(N2CCN(c3cccc(C(F)(F)F)c3)CC2)c1C	-23.1	-14.0	-0.7	-9.3	x	-5.0	-0.4	-13.2	-11.3
O=C(N/N=C/c1ccc(N2CCOCC2)o1)c1cccc(F)c1	-7.6	-7.3	1.0	-1.2	-0.37	-0.1	0.7	1.1	-0.9
C/C(=N/Nc1nc(C)cc(-c2ccccc2)n1)c1ccco1	-30.1	-5.9	0.4	-4.0	-0.791	-16.1	0.0	2.3	6.4
O=C(CCCN1C(=O)c2cccnc2C1=O)Nc1ccccc1F	15.7	-5.8	2.5	0.4	0.959	4.5	0.8	6.7	2.4
Cn1c(Cn2c(=O)sc3ccccc32)nnc1SCC(=O)N1CCCC1	-15.4	-12.2	0.9	-0.5	1.03	2.7[fluorescence artefact?]	0.3	-5.2	0.7
CC(=O)N1CCc2cc(S(=O)(=O)NCCC(=O)Nc3cc(C)cc(C)c3)ccc21	-16.4	-15.5	0.5	-1.0	-0.0263	3.4[fluorescence artefact?]	0.1	-4.4	-1.9
Cc1ccc(CNc2ccc3c(c2)OCO3)c(C)c1	-5.0	42.9	-0.3	-10.2	x	-5.6	-0.2	8.6	0.7
OCC1(CO)COC(c2ccccc2)=N1	7.1	-10.4	0.2	0.0	0.455	-0.4	3.4	-11.0	10.9
COC(=O)c1ccc(CC(=O)c2c(C)cc(O)cc2O)o1	-50.2	-16.9	0.9	0.1	x	12.3	1.4	-20.4	-17.3
Cc1ccc(C(=O)CC(=O)c2ccc(C(C)(C)C)cc2)cc1	-28.5	-12.4	1.2	-0.5	0.504	-0.2	34.4	3.6	0.1
COc1cc(-c2cc(=O)c3c(O)c(OC)c(OC)cc3o2)cc(OC)c1O	-22.7	-20.5	x	-16.2	0.0361	-18.6	77.3*	-23.8	6.8
OCC1(Cc2cccc(C(F)(F)F)c2)CCN(Cc2cc(F)cc(F)c2)CC1	30.3	-18.3	2.4	2.8	-0.344	0.4	0.6	-14.5	x
C/C(=N\NC(=O)CSc1nc(C)cc(C)n1)c1ccc2c(c1)OCCO2	8.1	-9.5	0.1	-1.0	0.403	-0.8	2.9	0.5	0.8
CCOC(=O)N1CCC(NC(=O)c2ccc3c(c2)N(Cc2ccc(F)cc2)CCS3)CC1	-179.8	6.1	-1.4	-3.4	-0.529	-7.2	-0.6	0.8	-1.6
COc1ccc(N2CCN(C(CNC(=O)C(=O)NCc3cccs3)c3ccco3)CC2)cc1 (stereo unspecified)	26.4	-15.1	0.0	4.6	-1.99	9.4	-0.3	0.5	2.6
O=C(Nc1ccc2c(c1)oc1ccccc12)c1ccc2c(c1)OCO2	-22.3	-4.4	0.8	-2.2	-0.404	2.6	0.8	3.0	-2.6
CCCOc1ccc(C2/C(=C(/O)c3ccccc3)C(=O)C(=O)N2CCCN(C)C)cc1OC (stereo unspecified)	x	x	0.8	0.3	0.504	x	-0.2	x	x
O=C(c1cnn2c(C(F)(F)F)cc(-c3ccccc3)nc12)N1CCCCC1c1cccnc1 (stereo unspecified)	-17.4	-11.6	-0.4	-0.4	-3.53	1.3	-0.3	0.0	7.3
Cc1ccc(CN2CCN(Cc3ccon3)CC2CCO)cc1 (stereo unspecified)	-5.1	-7.0	1.1	-0.7	x	0.5	-0.3	-24.3	x

# Bioassay records deposited in PubChem BioAssay by several laboratories.
